Screening results (PubChem BioAssay)
Rin1-Abl PPI inh = human Rin1-Abl interaction inhibition; TR-FRET Rin1/Abl binding, biochemical; inhibition, % at 7.35 µM; 360,000 tested, 0.4% active; AID 588664; in the data active = inhibition above about 5%, passing the limit was not always enough
PABP1 MLLE inh = inhibitors of microRNA-mediated deadenylation, human PABP1 MLLE binding | inhibition, % at 20 µM | P11940 | 360,000 tested, 0.36% active | GST-MLLE / FITC-PAM2 fluorescence polarization | AID 588489; in the data active = inhibition above about 35%, passing the limit was not always enough;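 also: plate controls were DMSO wells with GST-MLLE for no effect and wells lacking GST-MLLE protein for full effect; some results filed as inactive read as strong as hits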
Rpn11 inh = blocks the human proteasome subunit Rpn11; calls only at 20 µM; human 26S proteasome, Ub4-pepOG fluorescence polarization; 20S core pre-blocked with epoxomicin; 360,000 tested, 0.59% active;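 active = inhibition at 20 µM, scaled to each plate's controls, above about 33%, limit read from the data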
Target sequence (O00487 whole entry, looked up): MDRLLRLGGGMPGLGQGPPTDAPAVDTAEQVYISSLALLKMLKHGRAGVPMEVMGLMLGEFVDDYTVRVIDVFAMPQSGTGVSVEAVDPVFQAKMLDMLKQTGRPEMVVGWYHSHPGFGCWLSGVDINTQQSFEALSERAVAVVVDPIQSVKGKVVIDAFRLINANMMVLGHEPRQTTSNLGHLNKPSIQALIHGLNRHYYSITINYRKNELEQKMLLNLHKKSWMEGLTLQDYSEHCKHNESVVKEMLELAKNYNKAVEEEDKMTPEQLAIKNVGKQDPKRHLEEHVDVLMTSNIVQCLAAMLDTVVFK
SKN-1 inh = blocks SKN-1 activity in C. elegans. AID 624304. 360,000 tested, 0.49% active. inhibition, % at 21.8 µM. C. elegans VP596 Pgst-4::GFP/RFP ratio, acrylamide-induced, 24 h;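 active = interference check ratio from 0.5 to 1.5 plus GFP to RFP signal ratio inhibition reaching or exceeding a fixed threshold, cut at about 30% in these data, passing the limit was not always enough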; also: some compounds called inactive have numbers as strong as hits
NadD block = NadD (S. aureus) enzyme inhibition; purified NadD enzyme, colorimetric absorbance read-out; inhibition, % at 20 µM; 360,000 tested, 0.78% active; AID 602399; in the data active = inhibition above about 26%; also: some compounds past the cut are filed as inactive
FAS-TE inh = blocks the thioesterase domain of human fatty acid synthase. P49327. 360,000 tested, 0.67% active. recombinant FAS-TE, OMFH fluorogenic substrate, fluorescence endpoint. AID 602261. inhibition, % at 15 µM;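 active = compounds whose normalised, plate-corrected inhibition of enzyme fluorescence in the single-dose primary screen is 50% or more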;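 also: 0% = DMSO with enzyme and 100% = substrate without enzyme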
Neddyl block = cullin neddylation inhibition | P61081+Q13564 | TR-FRET cullin neddylation, biochemical | calls only at 25 µM | 360,000 tested, 0.58% active; in the data active = inhibition above about 36%
MT1-MMP act inh = blocks activation of human MT1-MMP. P50281. HT1080 RFP-PRO-GFP cells, GFP/RFP ratio fluorescence, overnight; percent of plate control window, DMSO zero. GFP/RFP ratio change, % at 20 µM. 360,000 tested, 0.061% active;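 active = GFP/RFP ratio change of at least 30% with cell ATP level not reduced by more than half and red fluorescence within 50% of control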; also: strong numbers were not always called active
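Read-out: GFP/RFP fluorescence ratio; Test system: RFP-PRO-GFP reporter HT1080 cells; Compound dosing: single-point 20 µM compound, 1% DMSO; Times: overnight compound exposure at 37 °C.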
CSN inh = blocks human CSN-mediated cullin deneddylation | Purified CSN, SCF-Nedd8-OG deneddylation, fluorescence polarization | inhibition, % at 12.5 µM | 360,000 tested, 0.38% active | AID 651999;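 active = pattern-corrected inhibition above about 35%, with an unprinted fluorescence ratio check between 0.5 and 1.5, limit read from the data, passing the limit was not always enough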;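 also: 0% = enzyme with substrate and 100% = substrate without enzyme; some results filed as inactive read as strong as hits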
Target sequence (Q92905 whole entry, looked up, one chain of several): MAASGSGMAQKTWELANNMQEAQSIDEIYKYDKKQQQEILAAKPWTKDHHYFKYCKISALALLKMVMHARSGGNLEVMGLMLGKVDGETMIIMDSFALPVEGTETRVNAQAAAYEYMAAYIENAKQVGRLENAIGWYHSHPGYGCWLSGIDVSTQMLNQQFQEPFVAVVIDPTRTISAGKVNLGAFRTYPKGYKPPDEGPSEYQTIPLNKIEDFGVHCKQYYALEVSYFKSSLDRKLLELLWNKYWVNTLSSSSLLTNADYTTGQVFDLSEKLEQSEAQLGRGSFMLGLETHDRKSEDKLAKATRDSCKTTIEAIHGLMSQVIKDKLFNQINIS
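Material: purified human Csn5 enzyme expressed in HEK293T cells / Medium: Tris buffer pH 7.5, NaCl, DTT, Tween-20, trehalose, ovalbumin / Compound dosing: 12.5 µM single point / Schedule: 90 min incubation of compound, enzyme and substrate at room temperature / Signal: fluorescence polarization of the substrate / Control set: no-enzyme wells high, enzyme-with-substrate wells low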
Starred values were filed as active, the others as inactive; i = inactive; nt = not tested or not shown; + = active, no number.

SMILES	Rin1-Abl PPI inh	PABP1 MLLE inh	Rpn11 inh	SKN-1 inh	NadD block	FAS-TE inh	Neddyl block	MT1-MMP act inh	CSN inh
O=C(Nc1cc(-c2ccccc2)sc1C(=O)O)c1cccc(F)c1	-1.7	-6.2	i	21.0	-3.4	5.6	i	4.6	4.0
CCC(NC(=O)CSc1nnnn1C1CC1)c1ccc(Br)cc1 (stereo not drawn)	2.4	4.0	i	2.6	-1.3	-2.0	i	-2.0	2.6
O=C(c1ccccc1)c1ccc(C(=O)N2CCOCC2)cc1	-3.6	-8.4	i	-0.6	1.7	-4.1	i	-9.1	17.2
Nc1[nH]c(=O)[nH]c(=O)c1N=Nc1cccc(Cl)c1	3.2	-10.9	i	6.7	-0.9	-10.4	i	1.2	0.0
CC(=O)Nc1ccc(S(=O)(=O)N2CCN(C(=O)Cc3ccccc3)CC2)cc1	2.4	-0.9	i	0.7	-0.5	-1.0	i	5.2	-0.9
CC(=O)CC(C)(C)NC(C)=S	-0.2	7.5	i	4.0	4.9	-4.1	i	-2.3	0.1
CS(=O)(=O)c1cccc(C(=O)Nc2ccc3c(c2)OCCCO3)c1	-1.1	8.9	i	9.1	-1.8	-8.0	i	3.1	0.6
CCC1CCc2sc(C(=O)N3CCN(c4ccccn4)CC3)cc2C1 (stereo not drawn)	-0.8	-1.6	i	9.3	-4.4	21.9	i	1.0	0.8
Cc1ccc(C)c(NS(=O)(=O)c2cc(C(=O)NCC3CCCO3)ccc2C)c1 (stereo not drawn)	0.4	-1.9	i	-16.7	1.2	-1.0	i	-4.6	-4.4
COc1ccc(C(=O)Cn2c3ccccc3n3nc(CCC(=O)O)c(=O)nc23)cc1OC	0.0	-6.5	i	3.2	0.8	-4.3	+	0.7	-1.3
CCOC(=O)Cn1nnc(-c2cc(OC)c(OC)c(OC)c2)n1	3.2	-10.1	i	0.0	-1.0	-3.4	i	7.1	-6.2
Cc1ccc(SCC2=NN(c3nc(C)cc(C)n3)C(=O)C2)cc1	-0.5	20.1	i	9.6	0.0	-3.2	i	5.1	4.0
CN(CCc1ccccc1)C(=O)c1ccc(NC(=O)Cc2ccc(NC(=O)C3CCN(C(=O)CCc4ccccc4)CC3)cc2)cc1	2.5	10.8	i	27.4	9.0	5.7	i	5.0	-0.1
CC1CCCN(C(=O)COC(=O)C2=COCCO2)C1 (stereo not drawn)	1.9	-12.4	i	-1.0	0.3	-9.5	i	-1.4	-2.3
CCOc1ccccc1N1C(=O)c2ccc(C(=O)Nc3cccnc3)cc2C1=O	4.3	4.3	i	-3.7	2.8	1.1	i	-1.3	1.1
CC1(C)N=C(c2ccc(Cl)cc2Cl)C(=O)N1	1.0	4.1	i	3.1	-3.2	-3.8	i	-5.2	-2.0
CCOc1ccc(C(=O)Nc2ccccc2C#N)cc1[N+](=O)[O-]	-2.3	-9.8	i	8.0	-4.2	-6.1	i	-3.9	-3.7
CCOc1ncccc1C(=O)OCc1cn2cc(Cl)ccc2n1	-5.6	-8.6	i	14.9	-4.6	0.9	i	3.3	-1.4
O=C(COC(=O)c1ccc2c(c1)OCO2)Nc1cccc(F)c1	3.9	6.5	i	4.0	-1.0	4.1	i	1.0	-5.5
CCCCCC(=O)Nc1nc(C)c(-c2csc(Nc3ccc(Cl)cc3)n2)s1	2.9	0.4	i	29.9	19.4	20.5	i	13.8	4.3
COc1ccc(C2NC(=O)NC(C)=C2C(=O)OC2CCCCC2)cc1 (stereo not drawn)	-0.5	-5.3	i	3.2	-4.0	2.7	i	-5.5	5.4
CNC(=S)N1CCC(Cc2ccccc2)CC1	3.0	-137.7	i	1.0	-3.4	3.5	i	-0.5	-1.5
CCOc1ccc(-n2ccnc(SCC(=O)Nc3ccc(CC)cc3)c2=O)cc1	-2.6	16.1	i	9.0	-0.4	-6.5	i	0.2	-1.9
Cc1cccc(C)c1-n1nnnc1C1(C)CCC(=O)N1CCOc1ccccc1 (stereo not drawn)	nt	nt	nt	11.4	-5.8	-1.2	i	6.2	-4.9
COc1cccc(CCNC(=O)C2CCC(=O)N(Cc3cccc(OC)c3)C2)c1 (stereo not drawn)	4.5	6.0	i	27.1	-4.7	-5.3	i	2.8	0.9

Shown with values under each structure: entries from further up.
Every second line gives: Rin1-Abl PPI inh, PABP1 MLLE inh, Rpn11 inh, SKN-1 inh, NadD block, FAS-TE inh, Neddyl block, MT1-MMP act inh, CSN inh
> CN(CCc1ccccc1)C(=O)c1ccc(NC(=O)Cc2ccc(NC(=O)C3CCN(C(=O)CCc4ccccc4)CC3)cc2)cc1
 : 2.5, 10.8, i, 27.4, 9.0, 5.7, i, 5.0, -0.1
> CC1CCCN(C(=O)COC(=O)C2=COCCO2)C1 (stereo not drawn)
 : 1.9, -12.4, i, -1.0, 0.3, -9.5, i, -1.4, -2.3
> CCOc1ccccc1N1C(=O)c2ccc(C(=O)Nc3cccnc3)cc2C1=O
 : 4.3, 4.3, i, -3.7, 2.8, 1.1, i, -1.3, 1.1
> CC1(C)N=C(c2ccc(Cl)cc2Cl)C(=O)N1
 : 1.0, 4.1, i, 3.1, -3.2, -3.8, i, -5.2, -2.0
> CCOc1ccc(C(=O)Nc2ccccc2C#N)cc1[N+](=O)[O-]
 : -2.3, -9.8, i, 8.0, -4.2, -6.1, i, -3.9, -3.7

(further entries)
SMILES	Rin1-Abl PPI inh	PABP1 MLLE inh	Rpn11 inh	SKN-1 inh	NadD block	FAS-TE inh	Neddyl block	MT1-MMP act inh	CSN inh
COc1ccc(/C=C/C(=O)c2c(C)cc(C)[nH]c2=O)c2ccccc12	4.7	-4.4	+	2.4	-1.2	1.5	i	0.7	4.4
COc1ccccc1N1CCN(C2CC(=O)N(c3ccc(F)cc3)C2=O)CC1 (stereo not drawn)	2.0	8.2	i	-14.5	-6.2	-3.1	i	1.2	-0.1
CC(=O)Nc1nc(-c2ccccc2)nc(-c2ccccc2OC(C)=O)n1	5.8	-3.5	i	30.6	-0.8	9.9	i	-3.6	-1.7
CCN(CC)c1ccc(C2Nc3cccc4cccc(c34)N2)c(O)c1	2.8	6.5	i	3.8	9.4	17.7	i	4.7	-0.9
CCNC(=O)N(CC)C[C@H]1N[C@@](Cc2ccccc2)(C(=O)OC)[C@H]2C(=O)N(C)C(=O)[C@@H]12	-2.0	5.6	i	-12.3	-3.5	-10.8	i	2.4	0.1
COc1ccc(NC(=O)c2cc(-c3ccccc3)nc3c2cnn3C(C)C)cc1	4.4	5.1	i	6.2	-8.9	30.7	i	-1.0	1.6
COC(=O)c1c(O)c2ccccc2[nH]c1=O	-1.2	8.6	i	7.6	-0.9	-9.1	i	-1.6	0.9
COCCCNC(=O)Cn1cnc2sc(C)c(S(=O)(=O)N3CCN(c4ccccc4OC)CC3)c2c1=O	2.9	6.0	i	-3.2	5.7	-0.2	i	-0.3	2.4
CCOc1ccc2nc(SC(C)C(N)=O)[nH]c2c1 (stereo not drawn)	1.5	-14.1	i	6.1	-1.2	-6.9	i	1.9	6.1
CCc1ccc(Nc2oc(C)cc(=O)c2C(C)=O)cc1	1.4	-6.2	i	69.2*	-0.4	-0.7	i	-6.2	-1.0
O=C(COc1ccccc1)NC1=NCCS1	1.8	-7.6	i	8.8	-5.1	-3.9	i	-2.8	-1.0
Cn1c(SCC(=O)NNC(=O)c2ccc(Br)cc2)nnc1-c1cccnc1	0.3	2.4	i	3.4	-2.1	-5.2	i	1.0	-0.8
Cc1ccc(NC(=S)c2ccncc2)c(C)c1	2.1	21.9	i	10.5	-5.4	-5.8	i	-0.5	-2.6
COc1cc2c(cc1[N+](=O)[O-])-c1ccc([N+](=O)[O-])cc1C2=NNC(N)=S	-6.0	32.3	i	12.8	48.2*	5.8	i	14.3	6.3
CCCCn1cnc2c(SCc3cccc(F)c3)nc(N)nc21	-2.9	9.0	i	9.0	1.7	6.8	i	8.4	1.7
Cc1cc(C)c2c(C)nn(-c3ccccc3)c2n1	1.7	0.4	i	-7.2	-0.6	4.3	nt	-3.1	3.9
COc1ccc(/C=C/CN2CCCC(CCC(=O)NCc3ccc(F)c(F)c3)C2)cc1 (stereo not drawn)	2.6	0.0	i	7.3	-5.7	6.9	i	-7.8	-4.5
COc1ccccc1N(CC(N)=O)S(=O)(=O)c1ccc(C)cc1	-1.5	6.7	i	8.3	2.8	-5.8	i	0.3	1.5
Cc1noc(C)c1S(=O)(=O)NC(=O)C1(C)CCN1C(=O)Cc1ccc(Cl)cc1Cl (stereo not drawn)	-1.1	9.8	i	0.5	-5.3	-8.5	i	-0.9	-2.2
C=CCn1c(SCC(=O)Nc2ccc(C(=O)OC(C)C)cc2)nnc1-c1cccs1	-4.4	-10.1	i	7.6	0.4	-0.2	i	-4.6	3.8
C=C(Br)Cn1cnc2ccccc21	-2.0	3.3	i	11.4	-3.7	-6.6	i	-2.8	-3.0
Cc1ccc(CS(=O)(=O)CCC(=O)NC2CC2)cc1	-2.3	3.1	i	-0.9	0.6	-9.8	i	1.1	-2.9
Cc1ccc(-c2nn(-c3ccccc3)cc2C(=O)Nc2cccc(S(=O)(=O)N3CCOCC3)c2)cc1	-0.5	5.3	i	-2.3	11.1	39.7	i	-0.5	-15.8
CCCOC(c1ccccc1)(c1ccccc1)C(Oc1nc(C)cc(C)n1)C(=O)O (stereo not drawn)	1.0	1.0	i	-7.3	1.4	-3.1	i	-5.1	-2.7
COc1ccc(OCCSc2nnc(CC(=O)Nc3cccc(Cl)c3Cl)n2C)cc1	0.5	-107.0	i	0.8	5.1	-41.1	i	-48.8	-0.4
SMILES	Rin1-Abl PPI inh	PABP1 MLLE inh	Rpn11 inh	SKN-1 inh	NadD block	FAS-TE inh	Neddyl block	MT1-MMP act inh	CSN inh
CN1CCN(C(=O)c2cc(Cl)cc(Cl)c2)CC1	1.2	-0.3	i	10.7	-5.2	-5.5	i	-3.6	3.8
COc1cccc(CN2CC(C(=O)NCCC3=CCCCC3)CCC2=O)c1 (stereo not drawn)	-0.4	-0.7	i	-15.7	-3.1	-2.1	i	0.3	-0.9
Nc1cnccc1Oc1cccc(C(F)(F)F)c1	2.8	8.4	i	6.9	-0.6	-2.7	i	5.0	4.9
CC12CC3CC(C)(C1)CC(C(=O)N1CCCC1)(C3)C2	3.1	-0.9	i	5.1	-5.8	-6.4	i	5.6	1.4
COc1ccc(-c2nc(CN3CCC(C(=O)N4CCOCC4)CC3)c(C)o2)cc1C	0.9	4.4	i	-15.8	-3.1	-5.7	i	-1.3	-1.7
Cc1nc(-c2ccc(C(F)(F)F)cc2)sc1C(=O)NN	-0.4	1.4	i	10.9	0.9	-1.2	i	-0.3	0.8
COc1ccc(NC(=O)Cn2nnc3ccccc32)c([N+](=O)[O-])c1	-4.9	3.2	i	-7.3	-4.5	-2.5	i	6.2	2.3
CCCn1c(N)c(C(=O)CSc2nnc3ccccn23)c(=O)[nH]c1=O	1.1	-13.3	i	-0.3	-0.5	-6.8	i	-1.8	-1.1
O=C(Nc1ccc(F)cc1F)c1noc2c1CCC2	-0.6	13.5	i	1.4	6.6	-6.5	i	0.3	32.1
COc1ccccc1/C=C/C1=NC(=C\N(C)C)/C(=O)O1	-3.4	7.8	i	19.5	2.9	3.4	+	-1.7	0.1
COc1cc(/C=C(\CC(=O)O)c2nc3ccccc3s2)cc(OC)c1O	-1.6	-8.4	i	6.3	2.3	1.2	i	-24.0	-2.3
Fc1cccc(C2NC(=S)NC3=C2N2CCC3CC2)c1 (stereo not drawn)	-3.2	-111.3	i	-10.4	-1.8	-6.7	i	-5.1	0.8
CCOC(=O)c1sc(NC(=O)C(CC)OC(=O)c2ccco2)nc1C (stereo not drawn)	0.3	-6.7	i	-1.2	-1.4	-0.1	i	-0.1	0.1

Compounds as they come. Share with any hit: about 3.9%.
